Assay outcomes (PubChem)
IDE cell activ = activators of human insulin-degrading enzyme in cells; P14735; HEK cells, FAbeta-B cleavage, fluorescence polarization; 0% vehicle, 100% cell-free pure enzyme wells; activation, % at 5.96 µM; 340,000 tested, 0.073% active; AID 493087;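 active = activation above the mean of all tested compounds plus 3 SD, set per screening campaign, cut at about 17% in these data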
Target sequence (P14735 whole entry, looked up): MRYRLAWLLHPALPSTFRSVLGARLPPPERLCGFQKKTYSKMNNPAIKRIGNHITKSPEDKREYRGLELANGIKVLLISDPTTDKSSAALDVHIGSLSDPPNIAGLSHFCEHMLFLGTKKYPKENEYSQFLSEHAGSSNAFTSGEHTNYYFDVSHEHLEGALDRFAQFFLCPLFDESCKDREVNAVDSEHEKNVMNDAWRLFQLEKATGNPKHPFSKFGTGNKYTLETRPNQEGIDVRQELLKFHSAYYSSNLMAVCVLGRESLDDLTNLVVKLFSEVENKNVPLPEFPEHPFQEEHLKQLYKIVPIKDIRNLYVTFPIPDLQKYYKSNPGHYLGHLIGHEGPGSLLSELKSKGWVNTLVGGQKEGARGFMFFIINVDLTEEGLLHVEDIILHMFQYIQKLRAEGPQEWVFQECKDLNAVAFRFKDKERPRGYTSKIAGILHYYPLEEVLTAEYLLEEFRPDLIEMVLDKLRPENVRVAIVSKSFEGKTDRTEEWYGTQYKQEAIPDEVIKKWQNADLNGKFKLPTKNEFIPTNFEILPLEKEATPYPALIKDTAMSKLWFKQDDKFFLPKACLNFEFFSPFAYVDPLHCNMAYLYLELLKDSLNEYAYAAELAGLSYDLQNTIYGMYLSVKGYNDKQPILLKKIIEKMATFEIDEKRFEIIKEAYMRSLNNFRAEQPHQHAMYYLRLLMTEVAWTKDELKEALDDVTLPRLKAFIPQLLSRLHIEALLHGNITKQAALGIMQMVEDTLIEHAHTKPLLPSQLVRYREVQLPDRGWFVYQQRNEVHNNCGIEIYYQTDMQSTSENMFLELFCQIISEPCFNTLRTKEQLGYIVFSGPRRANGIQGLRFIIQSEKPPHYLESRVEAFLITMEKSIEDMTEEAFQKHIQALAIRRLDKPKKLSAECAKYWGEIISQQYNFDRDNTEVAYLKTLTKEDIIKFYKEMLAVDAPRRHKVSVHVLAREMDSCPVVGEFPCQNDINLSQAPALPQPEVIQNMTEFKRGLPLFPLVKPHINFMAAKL
IDE inh = inhibitors of human insulin-degrading enzyme in cells | P14735 | HEK cells, FAbetaB cleavage, fluorescence polarization | inhibition, % at 5.59 µM | 320,000 tested, 0.41% active;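 active = percent inhibition above the average of all tested compounds plus 3 SD, set per screening campaign, cut at about 16% in these data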;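 note: IDE supplied by intact live HEK cells; FP after avidin binding of uncleaved biotin substrate so inhibition keeps polarization high; 0% = DMSO wells and 100% = 60 µM reference IDE inhibitor Ii1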
Numbers without * were called inactive; x = no result given; & = joins results of further samples. This is a subset; count on the stated rates, not on these rows.

SMILES | IDE cell activ | IDE inh
O=C1CC(=O)N(Cc2ccccc2)C(=O)N1 | -1 | x
Oc1c(Br)cc(-c2ccccc2)cc1Br | 4 | x
CCC1(CCC(C)C)C(=O)NC(=S)NC1=O | 6 | x
NCCc1cc(O)c(O)cc1O | 2&5 | x
O=C(NC1CCCCC1)N1Cc2ccccc2-n2nncc2C1 | 0 | x
COc1cc2c(cc1OC)C13CCN4CC5CCOC6CC(=O)N2C1C6C5CC43 (stereo not given) | 1 | x
CC12C=CC(=O)C=C1CCC1C2C(O)CC2(C)C1CCC2(C)O (stereo not given) | 4 | x
CCCC(C)CC1(CCO)C(=O)NC(=S)NC1=O (stereo not given) | 3 | x
O=[N+]([O-])/C=C/c1c(Cl)cccc1Cl | -17 | x
CC(=O)C1CCC2C3CCC4CC(O)CCC4(C)C3C(=O)CC12C (stereo not given) | -2 | x
NP(=O)(Nc1ccccc1)Nc1ccccc1 | 2 | x
C[N+](C)(C)CC1CCCC(C[N+](C)(C)C)C1=O (stereo not given) | 0 | x
O=C1NC(=O)C2(CCN(c3ccccc3)CC2)C(=O)N1 | 5 | x
COc1cc2c(cc1OC)C1C(=O)c3ccc4c(c3OC1CO2)CC(C(C)C)O4 (stereo not given) | 1 | x
CC12CCC3C(CCC4(O)CC(O)CCC34C=O)C1(O)CCC2C1=CC(=O)OC1 (stereo not given) | -1 | x
CC1CCOC(=O)C=CC=CC(=O)OC2CC3OC4C5OC5(C)C(O)CC4(COC(=O)C1O)C2(C)C31CO1 (stereo not given) | -2 | x
CCCCOC(=O)c1ccccc1N | 2 | x
CC1C(=O)OC2CCN3CC=C(COC(=O)C(C)(O)C1(C)O)C23 (stereo not given) | 5 | x
CCOP(=O)(CCP(=O)(OCC)OCC)OCC.C[CH2][Sn]([Cl])([Cl])[CH2]C | 0 | x
CC12CCC3C(CCC4CC(=O)C(C(O)C(F)(F)F)CC43C)C1CCC2O (stereo not given) | 6 | x
CNC(=O)Oc1ccccc1C1CCCCC1 | 5 | x
COC1=C(C)C(=O)C2=C(C1=O)C(CO)N1C(C#N)C3CC4C(C1C2N1CCOC41)N3C (stereo not given) | 6 | x
N#CC1c2ccccc2-n2nncc2CN1S(=O)(=O)c1ccccc1 (stereo not given) | -13 | x
COCCCNP1(=O)OCC(C)([N+](=O)[O-])CO1 (stereo not given) | -1 | x

Given with values under each structure: five of the compounds above
Values in the order: IDE cell activ, IDE inh
> O=C(NC1CCCCC1)N1Cc2ccccc2-n2nncc2C1
→ 0, x
> COc1cc2c(cc1OC)C13CCN4CC5CCOC6CC(=O)N2C1C6C5CC43 (stereo not given)
→ 1, x
> CC12C=CC(=O)C=C1CCC1C2C(O)CC2(C)C1CCC2(C)O (stereo not given)
→ 4, x
> CCCC(C)CC1(CCO)C(=O)NC(=S)NC1=O (stereo not given)
→ 3, x
> O=[N+]([O-])/C=C/c1c(Cl)cccc1Cl
→ -17, x

(more compounds)
SMILES | IDE cell activ | IDE inh
CC1(C)CCCN1CCC(C(N)=O)(c1ccccc1)c1ccccc1 | 2 | x
CN(C(=O)Oc1cccc2ccccc12)C1C=CCC1 (stereo not given) | -3 | x
COC(=O)Nc1nc2ccccc2[nH]1 | 2 | x
OC(CNCc1ccccc1)c1ccc(Cl)cc1 (stereo not given) | 2 | x
Cn1c(=O)c2c(nc(-c3ccc(N(CCCl)CCCl)cc3)n2C)n(C)c1=O | 5 | x
Cc1cc(C(=O)OCC(=O)Nc2c(F)cccc2F)c(C)n1C1CC1 | 2 | x
COc1ccc(N2C(=O)C(=O)N(c3ccc(OC)cc3)P2(=O)N(CCCl)CCCl)cc1 | 1 | x
CCOC(=O)C1(c2ccccc2)CCN(CC(O)c2ccc(NC(C)=O)cc2)CC1 (stereo not given) | 2 | x
COc1ccccc1C=C1C(=O)NC(=S)NC1=O | 4 | x
c1cnc(OCCN2CC2)cn1 | 4 | x
c1ccc2c(c1)cc1ccc3cccc4ccc2c1c34 | 3 | x
NC(=Nc1ccccc1)NN=Cc1c[nH]c2ccccc12 | 4 | x

Molecules above with fluorine, in the order listed:
SMILES | IDE cell activ | IDE inh
CC12CCC3C(CCC4CC(=O)C(C(O)C(F)(F)F)CC43C)C1CCC2O (stereo not given) | 6 | x
Cc1cc(C(=O)OCC(=O)Nc2c(F)cccc2F)c(C)n1C1CC1 | 2 | x

Later entries.
SMILES | IDE cell activ | IDE inh
O=C1NC(=O)N(Cc2ccccc2)C(=O)C1Cc1ccccc1 (stereo not given) | 6 | x
O=[N+]([O-])c1cc(Cl)c(Cl)cc1Cl | 5 | 4
CCNc1nc(NC(C)(C)C)nc(SC)n1 | 5 | 3
CNCC(O)c1cc(F)c(OCc2ccccc2)c(OCc2ccccc2)c1F (stereo not given) | 2 | 5
C[C@]12CC[C@H](OS(=O)(=O)O)CC1=CC[C@@H]1[C@@H]2CC[C@]2(C)C(=O)CC[C@@H]12 | -2&-1&0 | 4&8
C[N+]1(C)C2CCC1CC(OC(=O)c1c[nH]c3ccccc13)C2 (stereo not given) | 1 | -4
COC(=O)C1=C(c2ccc(-c3ccccc3)c(F)c2)C[C@@H]2CC[C@H]1N2C(=O)N1CCOCC1 | 1 | 0
COC(=O)C1=C(c2ccc(Cl)c(C(F)(F)F)c2)C[C@@H]2CC[C@H]1N2C(=O)NCc1ccco1 | 2 | -1
COc1ccc(NC(=O)CN(C)C(=O)CSC(c2ccccc2)c2ccccc2)cc1 | -4 | 0
Brc1ccc(Oc2cc(Br)c(Br)cc2Br)c(Br)c1 | 3 | -3
Cn1c(N)c(C(=O)COC(=O)Cc2ccccc2)c(=O)n(C)c1=O | -2 | 1
C#C[C@]1(O)CCC2C3C(CC[C@@]21C)[C@@]1(C)CC[C@@H](O)CC1=C[C@H]3O (stereo not given in full) | 2 | 1

A second format for part of the listing above:
> O=C1NC(=O)N(Cc2ccccc2)C(=O)C1Cc1ccccc1 (stereo not given)
  IDE cell activ = 6 | IDE inh = x
> Cn1c(=O)c2c(nc(-c3ccc(N(CCCl)CCCl)cc3)n2C)n(C)c1=O
  IDE cell activ = 5 | IDE inh = x

(continued)
SMILES | IDE cell activ | IDE inh
COC(=O)C1=C(c2ccccc2)C[C@@H]2CC[C@H]1N2C(=O)N1CCC(C)CC1 | 2 | -2
COC(=O)C1=C(c2ccc(OC(F)(F)F)cc2)C[C@@H]2CC[C@H]1N2C(=O)N1CCCC1 | 1 | 2
O=C(O)CC[N+](=O)[O-] | 8 | 0
COC(=O)C1=C(c2ccc(OC)c(OC)c2)C[C@@H]2CC[C@H]1N2C(=O)NCCO | 0 | -1
CC(=O)OC1C=CC2[C@H]3Cc4ccc(O)c5c4[C@@]2(CCN3C)C1O5 (stereo not given in full) | 1 | 2
COC(=O)C1=C(c2ccc(OC)c(OC)c2)C[C@@H]2CC[C@H]1N2C(=O)NCCOc1ccccc1Cl | 2 | -1
COC(=O)C1=C(c2ccc(C(C)=O)cc2)C[C@@H]2CC[C@H]1N2C(=O)N1CCC(C)CC1 | 1 | -2
COC12CCC3(CC1C(C)(O)C(C)(C)C)[C@H]1Cc4ccc(O)c5c4[C@@]3(CCN1CC1CC1)C2O5 (stereo not given in full) | 0 | 2
COC(=O)C1=C(c2ccc(Cl)c(C(F)(F)F)c2)C[C@@H]2CC[C@H]1N2C(=O)NCCOc1ccccc1Cl | 6 | 3
O=c1ccc2cc(OC3O[C@H](CO)[C@@H](O)[C@H](O)[C@H]3O)c(O)cc2o1 (stereo not given in full) | 9 | 0
C=C[C@H]1CN2CC[C@H]1C[C@H]2[C@H](O)c1ccnc2ccccc12 | -5 | 5
C[N+]1(C)C2CC(OC(=O)[C@H](CO)c3ccccc3)CC1C1OC12 (stereo not given in full) | 6 | 8
CCN1C[C@]2(COC)CC[C@H](OC)[C@@]34C1[C@]1(OCO[C@@]15C[C@H](OC)[C@H]1C[C@@H]3[C@@H]5[C@H]1OC)[C@@H](O)[C@H]24 | 5 | 3
COCCN(C(=O)COC(=O)Cc1ccccc1)c1c(N)n(Cc2ccccc2)c(=O)[nH]c1=O | -1 | -2
COC(=O)C1=C(c2ccc(F)cc2OCc2ccccc2)C[C@@H]2CC[C@H]1N2C(=O)NCc1ccc(OC)cc1 | -3 | 1
Cc1ccccc1N | 7 | 3
COC(=O)C1=C(c2ccc(F)cc2OCc2ccccc2)C[C@@H]2CC[C@H]1N2C(=O)NCc1ccccc1 | 7 | 8
COC(=O)C1=C(c2ccc(OCc3ccccc3)cc2)C[C@@H]2CC[C@H]1N2C(=O)NCCCc1ccccc1 | 4 | 4
COC(=O)C1=C(c2cccc(C#N)c2)C[C@@H]2CC[C@H]1N2C(=O)NCc1ccco1 | 7 | -4
O=[N+]([O-])c1cnc[nH]1 | 7 | 0
C1=CC(Cc2cncs2)c2ccccc21 (stereo not given) | 4 | 4
NC(N)=Nc1ccc2[nH]c3c(c2c1)C[C@@]1(O)[C@H]2Cc4ccc(O)c5c4[C@@]1(CCN2CC1CC1)[C@H]3O5 | -41 | 12
COC(=O)C1=C(c2cccc(OCc3ccccc3)c2)C[C@@H]2CC[C@H]1N2C(=O)NCCCOC(C)C | 2 | 4
COC(=O)C1=C(c2cccc(OC)c2OC)C[C@@H]2CC[C@H]1N2C(=O)NC1CC1 | 0 | 0
COC(=O)C1=C(c2ccccc2)C[C@@H]2CC[C@H]1N2C(=O)N1CCC(O)CC1 | 1 | -6
COc1cc2c3cc1Oc1cc(ccc1O)C[C@@H]1c4c(cc(OC)c(O)c4Oc4cccc(c4)C[C@@H]3N(C)CC2)CC[N+]1(C)C | 2 | 6
COC(=O)C1=C(c2ccc(S(C)(=O)=O)cc2)C[C@@H]2CC[C@H]1N2C(=O)NCCCOC(C)C | 2 | -5
CCC[C@H](N[C@@H](CCC)[C@H](O)c1ccccc1)[C@H](O)c1ccccc1 | 3 | 1
COC(=O)C1=C(c2ccc(OCc3ccccc3)cc2)C[C@@H]2CC[C@H]1N2C(=O)NCc1ccc([N+](=O)[O-])cc1 | 5 | 11
COC(=O)C1=C(c2ccc(F)cc2OCc2ccccc2)C[C@@H]2CC[C@H]1N2C(=O)NCc1ccco1 | 4 | 1
COc1cc2c3cc1Oc1c(OC)c(OC)cc4c1[C@H](Cc1ccc(cc1)Oc1cc(ccc1O)C[C@H]3N(C)CC2)N(C)CC4 | 3 | 1
C/C=C1\CN2[C@H]3C[C@@]45c6ccccc6N(C)[C@H]4[C@@H]2CC1C3[C@H]5O (stereo not given in full) | 1 | 4
CCCNC(=O)N1[C@H]2CC[C@@H]1C(C(=O)OC)=C(c1ccc(OC(F)(F)F)cc1)C2 | -1 | 2
CCCCCCCCn1sccc1=O | -29 | 11
NC(N)=Nc1ccc2[nH]c3c(c2c1)C[C@@]1(O)[C@H]2Cc4ccc(O)c5c4[C@@]1(CCN2CC1CC1)C3O5 (stereo not given in full) | 1 | 6
Nc1c(Br)cc([N+](=O)[O-])cc1[N+](=O)[O-] | 0 | 2
C[C@]12CCC3C(CC[C@H]4C[C@@H](O)CC[C@]34C)C1CC[C@@H]2N (stereo not given in full) | 4 | 0
CCC(=O)c1ccc(OCC(=O)N2CCN(CC(=O)Nc3ccc(C)cc3)CC2)cc1 | -2 | 2
C[N+]1(C)C2CC[C@H]1CC(OC(=O)C(CO)c1ccccc1)C2 (stereo not given in full) | 0 | 4
NN=C(N)N | 4 | 5
COC(=O)C1=C(c2ccc(-c3ccccc3)c(F)c2)C[C@@H]2CC[C@H]1N2C(=O)N1CCc2cc(OC)c(OC)cc2C1 | 3 | 3
O=P(Oc1ccccc1)(Oc1ccccc1)C(O)c1ccc(Cl)cc1 (stereo not given) | 1 | 3
CCOc1ccc(NC(=O)c2c(O)[nH]c(=O)[nH]c2=O)cc1 | -4 | -4
NC(=O)c1cc(N2CC2)c([N+](=O)[O-])cc1[N+](=O)[O-] | 7 | 6
O=C(O)c1ccc(-[n+]2c(-c3ccccc3)cc(-c3ccccc3)cc2-c2ccccc2)cc1 | 4 | 1
CCOC(=O)C1(c2ccccc2)CCN(CCC(=O)Nc2ccc(C(=O)OC)cc2)CC1 | 3 | -1
N[C@@H](Cn1oc(=O)[nH]c1=O)C(=O)O | 3 | 3
S=C=Nc1cccc(C2(N3CCCCC3)CCCCC2)c1 | 7 | 0
COC(=O)C1=C(c2ccccc2OCc2ccccc2)C[C@@H]2CC[C@H]1N2C(=O)NC1CCN(Cc2ccccc2)CC1 | 6 | 0
COC(=O)C1=C(c2ccc(C(C)=O)cc2)C[C@@H]2CC[C@H]1N2C(=O)N1CCCCC1 | -2 | 2
Nc1cc(Cl)cc(Cl)c1 | 7 | 3
C[C@]12CC[C@H](O)CC1=CC(=O)C1C2CC[C@]2(C)C(=O)[C@H](O)CC12 (stereo not given in full) | 6 | 6
O=C1CN=C(c2ccccc2)c2cc(Cl)ccc2N1 | 6 | 7
COC(=O)C1=C(c2ccccc2OCc2ccccc2)C[C@@H]2CC[C@H]1N2C(=O)NCc1ccccc1 | 8 | 3
c1ccc(C2CC2)c(OCC2=NCCN2)c1 | 6 | 1
COC(=O)C1=C(c2ccc(S(C)(=O)=O)cc2)C[C@@H]2CC[C@H]1N2C(=O)NCc1ccccc1 | 5 | 5
COc1ccc2c(c1)[nH]c1c(C)nccc12 | 6 | 3
Oc1ccc(Cl)c(Cl)c1 | 3 | 4
COC(=O)C1=C(c2ccc(Cl)c(C(F)(F)F)c2)C[C@@H]2CC[C@H]1N2C | 6 | -3
Cc1cc(O)c2c(c1)C(=O)C13C(=C2O)C(=O)[C@H]2[C@@H](O)[C@@H]1[C@H]1[C@H](O)[C@@H]3C(=O)C3=C(O)c4c(O)cc(C)cc4C(=O)C312 (stereo not given in full) | 1 | 1
N#CC(C#N)=Cc1ccc(O)c(O)c1 | 7 | 0
COC(=O)C1=C(c2ccc(Cl)c(C(F)(F)F)c2)C[C@@H]2CC[C@H]1N2C(=O)NCc1cc(C)oc1C(F)(F)F | 4 | -4
